Source: PubChem BioAssay
Luciferase inh – qHTS Assay for Inhibitors of Firefly Luciferase. Luciferin 4-monooxygenase (Photinus pyralis), P08659. purified firefly luciferase, luminescence, 8 min. Potency, µM (highest dose often 57.1 µM), inactives show top-dose activity change, negative = inhibition, hits mostly inhibitors. actives 2.2% (n = 72,000); also: potency is read from the fitted curve at half-maximal effect; % is scaled to controls: 0 for no effect and ±100 for the full control effect; nearly all actives have a fitted effect of over 40% in size
Target sequence (P08659 whole entry, looked up): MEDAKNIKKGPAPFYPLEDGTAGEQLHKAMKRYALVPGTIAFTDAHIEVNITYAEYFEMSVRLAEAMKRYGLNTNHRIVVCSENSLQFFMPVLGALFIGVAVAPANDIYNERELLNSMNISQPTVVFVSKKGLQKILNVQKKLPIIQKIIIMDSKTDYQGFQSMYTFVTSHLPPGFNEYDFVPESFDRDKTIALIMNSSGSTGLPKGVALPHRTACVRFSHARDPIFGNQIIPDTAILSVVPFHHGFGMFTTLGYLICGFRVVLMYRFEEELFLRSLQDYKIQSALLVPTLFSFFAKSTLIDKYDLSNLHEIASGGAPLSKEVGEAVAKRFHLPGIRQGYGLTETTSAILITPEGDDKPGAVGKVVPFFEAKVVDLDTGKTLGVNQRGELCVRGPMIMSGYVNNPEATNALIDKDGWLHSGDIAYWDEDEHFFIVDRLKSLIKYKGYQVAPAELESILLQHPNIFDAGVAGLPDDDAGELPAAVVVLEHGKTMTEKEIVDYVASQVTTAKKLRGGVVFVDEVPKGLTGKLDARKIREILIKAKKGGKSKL
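Substrate buffer containing 10 uM ATP (pH 7.2 imidazole, Mg2+, KCl, detergent, BSA) is dispensed, compound pinned in, then luciferase/luciferin detector mix added. After 8 min at ambient temperature, light output is measured.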
Rhodamine fluor – qHTS Assay for Spectroscopic Profiling in Rhodamine Spectral Region; Rhodamine-region fluorescence, 547/598 nm, Tris buffer; active compounds read high; max dye-equivalent concentration, M; actives 0.05% (n = 59,000); AID 594, 2007; in the data active = max dye-equivalent concentration above about 11 nM; inconclusive = between about 1.1 nM and that limit
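Read-out is relative fluorescence at 547 nm excitation and 598 nm emission, expressed as dye-equivalent concentration using rhodamine standards on every plate. Each compound was profiled across a concentration series after 15 min in 100 mM Tris, pH 8.0.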
Fluorescein fluor – qHTS Assay for Spectroscopic Profiling in Fluorescein Spectral Region | Compound autofluorescence, 480/540 nm, fluorescein-equivalent; active compounds read high | max fluorescein-equivalent concentration, M | actives 0.91% (n = 59,000) | AID 593, 2007; in the data active = max fluorescein-equivalent concentration above about 10 nM; inconclusive = between about 1.1 nM and that limit
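Compounds were pin-transferred into 100 mM Tris buffer, pH 8.0, and incubated 15 min at room temperature. Fluorescence was read at 480 nm excitation/540 nm emission. Signals were normalized to an on-plate six-point fluorescein standard curve as dye-equivalent concentration.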
USP2a inhib – qHTS Assay for Inhibitors of Ubiquitin-specific Protease USP2a. USP2a enzymatic assay, qHTS inhibition. Potency, µM (series often up to 38.3 µM), for the others: at the highest dose activity change, negative = inhibition, hits mostly inhibitors. actives 0.1% (n = 60,000);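 also: potency is read from the fitted curve at half-maximal effect; nearly all actives have a fitted effect of over 60% in size; plate controls were DMSO for no effect and NEM full inhibition control for full effect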
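Inhibition is measured in a cell-free coupled assay with 20 nM USP2 core, 20 nM Ub-PLA2 and 20 uM NBD C6-HPC, 2.5 h incubation. Activity normalized to NEM control.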
ERK AVP block – qHTS Assay for Inhibitors of the ERK Signaling Pathway using a Homogeneous Screening Assay. HEK293-V1b, vasopressin-stimulated pERK AlphaScreen. Potency, µM (titrated, usually from 57.5 µM), for the others: top-dose activity, negative = inhibition, hits mostly inhibitors. actives 0.99% (n = 72,000). AID 995, 2007; also: potency is read from the fitted curve at half-maximal effect; % is scaled to controls: 0 for no effect and ±100 for the full control effect; nearly all actives have a fitted effect of over 55% in size
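HEK293 cells stably expressing V1b receptor, preincubated 30 min at 37 °C with compound, then stimulated 5 min with 25 nM vasopressin. Phospho-ERK by AlphaScreen SureFire after 5 h RT; normalized to DMSO and vasopressin; AC50 by Hill fit.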
Caspase-7 inhib – qHTS Assay for Allosteric/Competitive Inhibitors of Caspase-7. recombinant caspase-7, Ac-DEVD-AFC fluorescence rate. Potency, µM (series often up to 57.5 µM), without a hit: at the top dose activity change, negative = inhibition, most hits filed as inhibitors. actives 0.02% (n = 75,000). AID 889, 2007; active = well fitted inhibition curve with a large enough effect in the main read-out, with a control signal flat, not every such curve was filed as active; inconclusive = small, poorly fitted or top-dose-only effect, or a change in a side signal; also: potency is read from the fitted curve at half-maximal effect; % of control where 0% means no effect
TexasRed autofl – qHTS Assay for Spectroscopic Profiling in Texas Red Spectral Region; actives 0.06% (n = 59,000); Compound fluorescence, Texas Red channel, 547/618 nm; active compounds read high; max dye-equivalent concentration, M; AID 587, 2007; in the data active = max dye-equivalent concentration above about 10 nM; inconclusive = between about 1.1 nM and that limit
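Pin-transferred compounds and Texas Red standards go into 100 mM Tris buffer, pH 8.0. After 15 min at room temperature, plates are imaged with 547/618 nm filters. Each value is a dye-equivalent concentration derived from the per-plate dye curve.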
Casp1 inh – qHTS Assay for Allosteric/Competitive Inhibitors of Caspase-1; Potency, µM (series often up to 57.5 µM), inactives show at the top dose activity change, negative = inhibition, hits mostly inhibitors; Caspase-1 enzyme, Ac-WEHD-AFC fluorogenic rate; AID 900, 2007; actives 0.03% (n = 75,000);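 also: potency is read from the fitted curve at half-maximal effect; plate controls were vehicle for no effect and no substrate for full effect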
HEK293 cAMP ctrl – qHTS Assay for Agonists of the Thyroid Stimulating Hormone Receptor: Activators of Intracellular cAMP Concentrations in Parental HEK 293 | parental HEK293 CNG cAMP sensor, membrane potential fluorescence | Potency, µM (highest dose often 57.1 µM), without a hit: at the top dose activation, actives largely listed as activators | actives 2.5% (n = 73,000); also: potency is read from the fitted curve at half-maximal effect; % of control where 0% means no effect; nearly all actives have a fitted effect of over 55% in size
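Parental HEK 293 cells stably expressing a cAMP-gated CNG channel were loaded with membrane potential dye containing 100 uM RO 20-1724 for 60 min. Compound added for 30 min; depolarization read as fluorescence intensity at 590 nm.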
Tau filament bind – qHTS Assay for Tau Filament Binding. Microtubule-associated protein tau (Homo sapiens), P10636. recombinant tau filaments, thioflavin S fluorescence, 15 h; filaments grown with octadecylsulfate alongside compound. Potency, µM (doses to about 57.1 µM), for inactives: at the highest dose activity change, negative = inhibition. AID 596, 2007. actives 2% (n = 71,000);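 also: potency is read from the fitted curve at half-maximal effect; % is scaled to controls: 0 for no effect and ±100 for the full control effect; actives lower thioflavin S fluorescence by blocking filaments or displacing dye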
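Assay mix: 1 uM His-tagged tau, 30 uM sodium octadecylsulfate, thioflavine S dye in HEPES/NaCl/DTT buffer. Compound is added prior to the inducer. Fluorescence after 15 h at 37 C.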
HADH2 inh – qHTS Assay for Inhibitors of HADH2 (Hydroxyacyl-Coenzyme A Dehydrogenase, Type II) | recombinant HADH2, NADH fluorescence, beta-hydroxybutyryl-CoA | Potency, µM (doses to about 57.1 µM), without a hit: at the highest dose activity change, negative = inhibition, actives largely listed as inhibitors | actives 3.4% (n = 73,000) | AID 886, 2007; also: potency is read from the fitted curve at half-maximal effect; % is scaled to controls: 0 for no effect and ±100 for the full control effect; nearly all actives have a fitted effect of over 60% in size; many of its hits are not listed in these tables
Target sequence (Q99714 whole entry, looked up, one chain of several): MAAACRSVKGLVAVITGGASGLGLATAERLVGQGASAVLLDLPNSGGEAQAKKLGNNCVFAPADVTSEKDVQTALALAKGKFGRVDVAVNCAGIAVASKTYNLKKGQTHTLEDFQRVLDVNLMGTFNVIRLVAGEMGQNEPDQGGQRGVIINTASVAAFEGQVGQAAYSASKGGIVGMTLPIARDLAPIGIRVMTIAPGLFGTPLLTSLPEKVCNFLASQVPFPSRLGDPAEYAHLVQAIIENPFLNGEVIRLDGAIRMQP
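Activity measured as NADH fluorescence gain (360/450 nm), taken as the change between first and last reads of a 4-min kinetic run. Conditions: pH 9.0 Tris buffer, 20 nM E. coli-expressed His-tagged enzyme, 1 mM NAD+, 90 uM beta-hydroxybutyryl-CoA; 15-min compound preincubation.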
An asterisk follows results filed as active; [ ] = dose if it differs, or a comment. Unless noted, calls follow the shape of the dose curve; as a rule, active = well fitted curve in the direction sought with a large enough effect; inconclusive = small, poorly fitted or top-dose-only effect, or another doubt; inactive = no such curve, though single readings can be large; an effect the other way counts as inactive or inconclusive. Only part of the results is shown; count on the stated rates, not on these rows.

How did CCc1ccc(NC(=O)CSc2nnc(-c3ccccn3)n2C)cc1 do in these assays?
Luciferase inh: 0%; Rhodamine fluor: inactive; Fluorescein fluor: inactive; USP2a inhib: 9%; ERK AVP block: -13%; Caspase-7 inhib: -2%; TexasRed autofl: inconclusive; Casp1 inh: -3%; HEK293 cAMP ctrl: 3%; Tau filament bind: -5%; HADH2 inh: -3%

Results for O=C(c1cccc(C(F)(F)F)c1)N1CCN(C2CCCCC2)CC1 ?
Luciferase inh: 0%; Rhodamine fluor: inactive; Fluorescein fluor: inconclusive; USP2a inhib: -2%; ERK AVP block: 4%; Caspase-7 inhib: 2%; TexasRed autofl: inactive; Casp1 inh: 1%; HEK293 cAMP ctrl: 4%; Tau filament bind: -6%; HADH2 inh: 9%

How did CCOc1ccc(N2C(=O)CC(N(O)c3ccccc3)C2=O)cc1 (configuration not stated) do in these assays?
Luciferase inh: 0%; Rhodamine fluor: inactive; Fluorescein fluor: inactive; USP2a inhib: 13%; ERK AVP block: -5%; Caspase-7 inhib: -1%; TexasRed autofl: inconclusive; Casp1 inh: -1%; HEK293 cAMP ctrl: -10%; Tau filament bind: -17%; HADH2 inh: 5%

What do the screens show for `CCc1ccc(C2C(C#N)=C(N)SC(N)=C2C#N)cc1`?
Luciferase inh: -1%; USP2a inhib: -10%[7.66 µM]; ERK AVP block: 3%; Caspase-7 inhib: -3%; Casp1 inh: -5%; HEK293 cAMP ctrl: 17%[11.4 µM]; Tau filament bind: 12%[11.4 µM]; HADH2 inh: inconclusive

How did O=C(O)C1CC=CCC1C(=O)NCc1ccccc1 (configuration not stated) do in these assays?
Luciferase inh: 2%; Rhodamine fluor: inactive; Fluorescein fluor: inactive; USP2a inhib: -6%; ERK AVP block: -9%; Caspase-7 inhib: -2%; TexasRed autofl: inactive; Casp1 inh: -3%; HEK293 cAMP ctrl: 27%; Tau filament bind: -20%; HADH2 inh: -7%

Results for CCC(=O)NCCN1CCN(C(=O)CC)CC1 ?
Luciferase inh: 0%; Rhodamine fluor: inactive; Fluorescein fluor: inconclusive; USP2a inhib: 3%; ERK AVP block: -5%; Caspase-7 inhib: 0%; TexasRed autofl: inactive; Casp1 inh: -1%; HEK293 cAMP ctrl: 3%; Tau filament bind: 2%; HADH2 inh: -1%

Results for CSc1nsc(SCC(=O)Nc2ccc3c(c2)OCCO3)n1 ?
Luciferase inh: -12%; Rhodamine fluor: inactive; Fluorescein fluor: inconclusive; USP2a inhib: 0%; ERK AVP block: -8%; Caspase-7 inhib: -2%; TexasRed autofl: inactive; Casp1 inh: 0%; HEK293 cAMP ctrl: 19%; Tau filament bind: -5%; HADH2 inh: -20%

What do the screens show for `C=CCNc1nc(NCCO)nc(N2CCCC2)n1`?
Luciferase inh: 2%; Rhodamine fluor: inactive; Fluorescein fluor: inactive; USP2a inhib: -8%; ERK AVP block: -22%; Caspase-7 inhib: -4%; TexasRed autofl: inactive; Casp1 inh: 0%; HEK293 cAMP ctrl: 15%; Tau filament bind: 6%; HADH2 inh: -1%

How did CCOC(=O)N1CCC(NC(=O)CS(=O)(=O)Cc2nc(-c3ccc(C)cc3)oc2C)CC1 do in these assays?
Luciferase inh: 2%; ERK AVP block: 2%; Caspase-7 inhib: -3%; Casp1 inh: -3%; HEK293 cAMP ctrl: -2%; Tau filament bind: 26%; HADH2 inh: 11%

Results for Cc1nn(Cc2ccc(Cl)c(Cl)c2)c(C)c1NC(=O)c1cc(CC(C)C)on1 ?
Luciferase inh: 3%; ERK AVP block: 6%; Caspase-7 inhib: -3%; Casp1 inh: -3%; HEK293 cAMP ctrl: inconclusive; Tau filament bind: 27%; HADH2 inh: 7%

Results for O=C(Nc1nnc(CCc2ccccc2)s1)C1CCCO1 (configuration not stated) ?
Luciferase inh: 1%; Rhodamine fluor: inactive; Fluorescein fluor: inactive; USP2a inhib: 6%; ERK AVP block: -12%; Caspase-7 inhib: -6%; TexasRed autofl: inactive; Casp1 inh: 0%; HEK293 cAMP ctrl: -2%; Tau filament bind: 10%; HADH2 inh: -12%

What do the screens show for `Cn1nnc(NCc2cc(Br)ccc2OCc2cccs2)n1`?
Luciferase inh: 3%; Rhodamine fluor: inactive; Fluorescein fluor: inconclusive; USP2a inhib: 33%[activator]; ERK AVP block: -30%; Caspase-7 inhib: -3%; TexasRed autofl: inactive; Casp1 inh: -1%; HEK293 cAMP ctrl: 29%; Tau filament bind: -1%; HADH2 inh: 9%

How did CC(=O)N1CCc2cc(S(=O)(=O)CCC(=O)O)ccc21 do in these assays?
Luciferase inh: 0%; Rhodamine fluor: inactive; Fluorescein fluor: inactive; USP2a inhib: -6%; ERK AVP block: -4%; Caspase-7 inhib: 0%; TexasRed autofl: inactive; Casp1 inh: 1%; HEK293 cAMP ctrl: 2%; Tau filament bind: 10%; HADH2 inh: 2%

What do the screens show for `COc1cc(NC2=CC(=O)CC(C)(C)C2)cc(OC)c1`?
Luciferase inh: -5%; USP2a inhib: 3%[7.66 µM]; ERK AVP block: -17%; Caspase-7 inhib: 1%; Casp1 inh: -1%; HEK293 cAMP ctrl: 11%[11.4 µM]; Tau filament bind: -18%[11.4 µM]; HADH2 inh: -3%[11.4 µM]

Results for CCN(CC)CCN1C(=O)c2oc3ccccc3c(=O)c2C1c1ccc(C)cc1 (configuration not stated) ?
Luciferase inh: 1%; Rhodamine fluor: inactive; Fluorescein fluor: inactive; USP2a inhib: 23%; ERK AVP block: -13%; Caspase-7 inhib: -2%; TexasRed autofl: inactive; Casp1 inh: -2%; HEK293 cAMP ctrl: 3%; Tau filament bind: inconclusive; HADH2 inh: 9%

Results for CCO/C(C)=C1\C(=O)N(CC)c2ccccc21 ?
Luciferase inh: -1%; USP2a inhib: 6%; ERK AVP block: -9%; Caspase-7 inhib: 0%; Casp1 inh: -2%; HEK293 cAMP ctrl: 2%; Tau filament bind: 4%; HADH2 inh: -15%

What do the screens show for `COc1ccc(-c2nnc3ccc(SCC(=O)N4CCCCCC4)nn23)cc1OC`?
Luciferase inh: 1%; Caspase-7 inhib: 1%; Casp1 inh: 1%; HEK293 cAMP ctrl: 11%; Tau filament bind: -18%; HADH2 inh: 6%

How did CC(NCC1(N2CCOCC2)CCCCC1)C(=O)N1CCc2ccccc21 (configuration not stated) do in these assays?
Luciferase inh: 4%; Rhodamine fluor: inactive; Fluorescein fluor: inactive; USP2a inhib: -5%; ERK AVP block: 18%; Caspase-7 inhib: -1%; TexasRed autofl: inactive; Casp1 inh: 0%; HEK293 cAMP ctrl: 3%; Tau filament bind: -14%; HADH2 inh: 15%

What do the screens show for `CC(=O)Nc1ccc(NC(=O)Cn2c(CC(=O)N3CCCC3)nc3ccccc32)cc1`?
Luciferase inh: 4%; Rhodamine fluor: inactive; Fluorescein fluor: inactive; USP2a inhib: 3%; ERK AVP block: -8%; Caspase-7 inhib: 0%; TexasRed autofl: inconclusive; Casp1 inh: -1%; HEK293 cAMP ctrl: 29%; Tau filament bind: 5%; HADH2 inh: -4%

Results for CC(=O)NC(C)C(=O)OCC(=O)Nc1ccc(Br)cc1 (configuration not stated) ?
Luciferase inh: -2%; USP2a inhib: 0%; ERK AVP block: 5%; Caspase-7 inhib: -1%; Casp1 inh: -2%; HEK293 cAMP ctrl: -3%; Tau filament bind: 4%; HADH2 inh: 2%

What do the screens show for `Cc1ccc(N(C(=O)Nc2ccccc2)C2=NCC(C)S2)cc1` (configuration not stated)?
Luciferase inh: inconclusive; Rhodamine fluor: inactive; Fluorescein fluor: inactive; USP2a inhib: 1%; ERK AVP block: -8%; Caspase-7 inhib: 0%; TexasRed autofl: inconclusive; Casp1 inh: 1%; HEK293 cAMP ctrl: 16%; Tau filament bind: -7%; HADH2 inh: 5%

Results for CCC(C)(C)NC(=O)CN(CC1CCCO1)C(=O)CCC(=O)Nc1nccs1 (configuration not stated) ?
Luciferase inh: -1%; Rhodamine fluor: inactive; Fluorescein fluor: inactive; USP2a inhib: 0%; ERK AVP block: 20%; Caspase-7 inhib: 3%; TexasRed autofl: inactive; Casp1 inh: 1%; HEK293 cAMP ctrl: inconclusive; Tau filament bind: -17%; HADH2 inh: 8%
